MITF TRPM1 HTS: activators of MITF-driven TRPM1 promoter activity in SK-MEL-5 cells; SK-MEL-5 TRPM1-promoter luciferase, 24 h; % of positive control, neutral wells = 0; activation, % at 12.5 µM; 300,000 tested, 0.75% active;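 active = mean activation of at least 80% with every replicate also reaching 80%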;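 note: 0% = neutral control wells and 100% = parthenolide positive control wells; values of inactives mirror those of a sister screen read the other way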
CAL PDZ FP-1: blocks peptide binding to the human CAL PDZ domain. Q9HD26. purified CAL PDZ, TMR-peptide fluorescence polarization, 1 h. inhibition, % at 24.9 µM. 300,000 tested, 0.92% active. AID 602252;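 active = mean inhibition of at least 30% with at least half of replicates also reaching 30%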;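 note: 0% = DMSO neutral control and 100% = excess unlabeled competitor peptide PRC23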
CAL PDZ FP-2: inhibitors of human CAL PDZ peptide binding. Q9HD26. purified CAL PDZ, TMR-peptide fluorescence polarization, 1 h. inhibition, % at 20 µM. 330,000 tested, 0.02% active. AID 504414;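 active = highest replicate inhibition of at least 40%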;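 note: plate controls were DMSO neutral control wells for no effect and unlabeled competitor peptide control wells for full effect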
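Test system: tagged CAL PDZ domain / Buffer or medium: sodium phosphate/NaCl buffer pH 7.4 with TCEP, IgG, Thesit / Reagent: TMR-labelled reporter peptide T*-PRC34 bound in PDZ groove / Compound dosing: single point, 20 µM / Schedule: 1 h incubation at room temperature before polarization reading / Technique: fluorescence polarization (mP) / Benchmarks: unlabelled peptide, DMSO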
dFosB activator: mouse delta FosB homodimer activation | purified delta FosB, TAMRA-CDK5 oligo fluorescence polarization; percent of positive-control signal above neutral wells | activation, % at 25 µM | 340,000 tested, 0.99% active;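 active = mean activation above about 17%, with every replicate also reaching it, limit read from the data, passing the limit was not always enough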;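 note: fluorescence polarization rise as delta FosB binds a TAMRA Cdk5 AP-1 oligo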
Rtt109 HAT inh: blocks Candida albicans Rtt109/Vps75 acetyltransferase activity | AID 540336 | purified Rtt109/Vps75, ThioGlo CoA-SH fluorescence, 4 h | 330,000 tested, 0.16% active | Q5AAJ8 | inhibition, % at 34.9 µM;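 active = inhibition of at least 50% in every replicate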
Target sequence (Q5AAJ8 whole entry, looked up): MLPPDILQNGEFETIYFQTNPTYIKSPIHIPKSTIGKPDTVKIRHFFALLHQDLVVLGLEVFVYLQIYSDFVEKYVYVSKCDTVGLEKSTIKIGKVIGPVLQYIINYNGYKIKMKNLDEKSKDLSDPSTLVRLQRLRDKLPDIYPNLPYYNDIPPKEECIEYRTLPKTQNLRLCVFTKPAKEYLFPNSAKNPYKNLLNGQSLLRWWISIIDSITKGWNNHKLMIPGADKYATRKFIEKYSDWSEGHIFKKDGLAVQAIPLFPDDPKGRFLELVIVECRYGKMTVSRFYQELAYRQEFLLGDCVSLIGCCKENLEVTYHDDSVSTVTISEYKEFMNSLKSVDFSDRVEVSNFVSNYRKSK
SR-BI DiI-HDL act: activators of SR-BI mediated HDL lipid uptake; CHO ldlA[mSR-BI] cells, DiI-HDL uptake fluorescence, 3 h; 100 = double the neutral-control signal; 320,000 tested, 0.096% active; AID 504775; activation, % at 12.5 µM;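 active = mean replicate activation of at least 60% and every replicate at or above 60%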;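 note: 0% = median plate neutral-control signal and 100% = twice that signal; values of inactives mirror those of a sister screen read the other way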
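System: CHO ldlA[mSR-BI] cells / Medium: HEPES-buffered (25 mM, pH 7.4) F12 plus 0.5% BSA / Probe or stimulus: labelled HDL, 10 µg/mL / Doses: single compound concentration, delivered by pin transfer / Schedule: 3 h, 37 °C / Measured by: DiI fluorescence, bottom read / Measure: cell-associated DiI fluorescence as measure of HDL uptake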
PfHsp90 set2: inhibits growth of yeast expressing Plasmodium falciparum Hsp90 | S. cerevisiae expressing PfHsp90, BacTiter-Glo ATP, 48 h; yeast lacking PDR1 and PDR3 efflux regulators | inhibition, % at 9.4 µM | 310,000 tested, 0.32% active;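 active = every replicate shows inhibition above about 80%, whatever the replicate mean, limit read from the data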;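 note: 0% = DMSO neutral controls and 100% = 20 µM radicicol positive controls; yeast relying on Plasmodium falciparum Hsp90 in place of its own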
SR-BI HDL uptake: mouse SR-BI HDL lipid transfer inhibition | Q61009 | ldlA[mSR-BI] CHO cells, DiI-HDL uptake fluorescence, 3 h | inhibition, % at 12.5 µM | 320,000 tested, 0.96% active;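 active = mean replicate inhibition of at least 70% and a set share of replicates each scoring 70 or more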;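 note: 0% = median of neutral control wells and 100% = median of positive control wells; values of inactives mirror those of a sister screen read the other way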
Target sequence (Q61009 whole entry, looked up): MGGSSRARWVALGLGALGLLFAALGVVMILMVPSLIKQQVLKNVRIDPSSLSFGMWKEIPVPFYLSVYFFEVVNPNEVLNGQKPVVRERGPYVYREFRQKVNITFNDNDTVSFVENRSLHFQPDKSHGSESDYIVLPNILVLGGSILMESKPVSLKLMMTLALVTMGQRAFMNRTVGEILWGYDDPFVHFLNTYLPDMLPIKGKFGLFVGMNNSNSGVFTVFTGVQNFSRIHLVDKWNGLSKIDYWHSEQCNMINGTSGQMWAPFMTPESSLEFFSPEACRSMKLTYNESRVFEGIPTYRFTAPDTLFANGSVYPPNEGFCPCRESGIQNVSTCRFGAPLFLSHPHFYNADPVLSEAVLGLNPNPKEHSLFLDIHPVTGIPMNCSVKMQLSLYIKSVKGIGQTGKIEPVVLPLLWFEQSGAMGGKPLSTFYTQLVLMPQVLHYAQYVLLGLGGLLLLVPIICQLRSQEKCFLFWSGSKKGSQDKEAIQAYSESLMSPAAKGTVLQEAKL
NSD2 inh: inhibitors of human histone methyltransferase NSD2. NSD2 peptide methylation, AlphaScreen, 120 min. 310,000 tested, 0.54% active. inhibition, % at 12.5 µM. AID 743445. O96028; in the data active = inhibition above about 50%
PvdQ inh: P. aeruginosa PvdQ acylase inhibition; purified PvdQ acylase, fluorescence plate reader; inhibition, % at 10 µM; 340,000 tested, 0.063% active; AID 488965; in the data active = inhibition above about 30%, passing the limit was not always enough;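 note: 0% = vehicle neutral wells and 100% = reference inhibitor wells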
Starred values were filed as active, the others as inactive; / = no result given.

No.	Molecule	MITF TRPM1 HTS	CAL PDZ FP-1	CAL PDZ FP-2	dFosB activator	Rtt109 HAT inh
1	COc1ccc(-n2c(=O)[nH]c3ccccc3c2=O)c(OC)c1	/	-5	/	-3	-5
2	CSc1nc2ccc(C)cc2c(=O)n1-c1cccnc1	-13	-3	-1.1	-5	5
3	N[C@@H]1CC[C@@]2(O)[C@H]3Cc4ccc(O)c5c4[C@@]2(CCN3CC2CC2)C1O5 (some centres undefined)	-5	1	0.5	-8	-3
4	Cn1c(O)c(C(c2ccncc2)c2c(O)n(C)c(=S)n(C)c2=O)c(=O)n(C)c1=S	9	-2	-0.7	5	4
5	COC(=O)C1=C(c2ccc(S(C)(=O)=O)cc2)C[C@@H]2CC[C@H]1N2C(=O)NCc1ccc(F)cc1	-4	4	-1.5	1	0
6	CCN(CC)CCN=Cc1c(O)n(CCc2ccccc2)c(=O)[nH]c1=O	-1	-2	-0.6	-15	-5
7	CN(C)c1ccc(C=C2C(=O)NC(=S)NC2=O)cc1[N+](=O)[O-]	-8	0	0.1	6	-2
8	CC(C)(O)C(=O)Nc1ccc([N+](=O)[O-])c(C(F)(F)F)c1	2	0	0.4	-2	4
9	COC(=O)c1ccccc1N=Cc1c(O)[nH]c(=O)[nH]c1=O	21	1	-0.3	-6	5
10	CCCc1[nH]nc2c1C1(C(=O)N(CC(N)=O)c3ccccc31)C(C(=O)OC)=C(N)O2 (centres undefined)	/	/	0.3	-8	0
11	FC(F)(F)c1ccc(NC2=NCCCS2)cc1	24	0	0.6	-2	-18
12	O=c1c2ccccc2nc(-c2ccccc2Cl)n1-c1ccc(O)cc1	-22	-6	-1.2	-2	2

No.	SR-BI DiI-HDL act	PfHsp90 set2	SR-BI HDL uptake	NSD2 inh	PvdQ inh
1	-6	/	6	-2	-5
2	7	-4	-7	-1	-13
3	7	/	-7	/	-10
4	9	/	-9	1	-10
5	-6	27	6	/	-10
6	-7	-12	7	-57	0
7	-9	8	9	9	4
8	-1	26	1	/	-4
9	-11	-9	11	-1	-12
10	27	53	-27	-2	-9
11	/	10	/	1	-12
12	0	1	0	25	7

(more compounds)
No.	Molecule	MITF TRPM1 HTS	CAL PDZ FP-1	CAL PDZ FP-2	dFosB activator	Rtt109 HAT inh
13	CCN(CC)C(=O)c1ccc(NC(=O)c2ccc(N3CCCC3=O)cc2)cc1	9	-3	-1.0	3	-1
14	O=c1c(C=NCCN2CCNCC2)c(O)n(C2CCCCC2)c(=O)n1C1CCCCC1	-17	-8	/	41*	-1
15	CCOC(=O)[C@@H]1[C@H]2COc3ccc(Br)cc3[C@H]2N2C(=O)N(c3cccc(C)c3)C(=O)[C@]12C	12	-5	-0.3	-5	4
16	CC1=C(C(=O)Nc2ccccc2)S(=O)(=O)CCO1	-7	-7	-0.9	-2	0
17	CCC(COC(=O)NC)NC(=O)Oc1ccccc1 (centres undefined)	-2	-1	0.2	11	3
18	Cc1[nH]c2ccc(OC(F)(F)F)cc2c1CCNCc1cccc([N+](=O)[O-])c1	12	-5	-1.9	-6	-1
19	Cc1cc(C=C2C(=O)NC(=S)NC2=O)c(C)n1-c1ccc2c(c1)OCO2	-41	7	0.0	2	-1
20	C=C1[C@H]2CC[C@H]3[C@]4(C)C[C@H](O[C@@H]5OC(CO)[C@@H](OSOOO)[C@H](OS(=O)(=O)O)[C@H]5OC(=O)CC(C)C)C[C@@H](C(=O)O)[C@H]4CC[C@]3(C2)[C@H]1O (some centres undefined)	10	-2	-0.8	-6	2
21	CCOC(=O)C1=C(N)OC2=C(C(=O)CCC2)C12C(=O)N(CC(N)=O)c1ccccc12 (centres undefined)	-1	8	0.4	-1	-15
22	OCC#CC[N+]1(CC#Cc2ccccc2)CCCC1	-3	12	0.9	-5	-1
23	COc1cc2c(cc1OC)C(C(=O)NCCC(C)C)C1CCCCN1C2=O (centres undefined)	-4	/	-0.3	-5	-9
24	Oc1cc(Cl)c(Cl)c(Cl)c1	-1	5	-0.5	7	-47

No.	SR-BI DiI-HDL act	PfHsp90 set2	SR-BI HDL uptake	NSD2 inh	PvdQ inh
13	-23	/	23	-1	3
14	53	3	-53	/	-22
15	27	3	-27	/	-18
16	-2	-3	2	-3	-1
17	18	-9	-18	4	-2
18	-14	-3	14	2	-21
19	23	7	-23	19	-7
20	26	-4	-26	/	-15
21	12	-2	-12	0	2
22	14	2	-14	1	7
23	29	8	-29	-6	2
24	0	-7	0	/	-15

(continued)
No.	Molecule	MITF TRPM1 HTS	CAL PDZ FP-1	CAL PDZ FP-2	dFosB activator	Rtt109 HAT inh
25	Cc1ccccc1OCCCn1cc(C(=O)C(=O)N2CCOCC2)c2ccccc21	8	0	-0.3	-12	4
26	Cc1c2cnn(CC(=O)N3CCC4(CC3)OCCO4)c(=O)c2c(C)n1Cc1ccccc1Cl	2	/	-1.3	-4	-9
27	COc1ccc(CC(C)NCCc2ccc(OC)c(OC)c2)cc1 (centres undefined)	/	-2	-0.7	-6	-3
28	COc1ccc(C2=CC(c3ccc(OC)c(OC)c3)c3c(c4ccccc4oc3=O)O2)cc1OC (centres undefined)	-30	0	-0.8	-9	5
29	COc1cc2c(ccc3c4cc(OC)c(OC)cc4c[n+](C)c23)cc1O	/	-6	-0.6	33*	-1
30	C=CCn1c(O)c(C(CC)=Nc2cccc(C(=O)O)c2)c(=O)[nH]c1=O	9	0	-1.8	-13	2
31	Clc1ccc2c(c1)C(c1ccccc1Cl)=NCc1nnc(N3CCN(CCSc4ccccc4)CC3)n1-2	-3	-2	0.4	1	17
32	Cc1ccc2[nH]c(C)c(CCNCc3ccco3)c2c1	2	-3	-3.0	-4	8
33	O=c1[nH]c(=S)n(-c2ccccc2F)c(O)c1C=NCCN1CCNCC1	-9	-7	-1.6	-2	3
34	C[C@@H]([C@@H](O)c1ccccc1)N(C)C(=O)Cc1ccccc1	-3	-1	0.2	-1	11
35	C[C@@H]1CC2(CCCC[N+]2(C)C)C[C@H]1C	5	18	0.0	-5	-1
36	CC(C)NS(=O)(=O)c1ccc(OCC(=O)N2CCN(Cc3ccc4c(c3)OCO4)CC2)c(Cl)c1	-17	-3	-2.4	-8	9

No.	SR-BI DiI-HDL act	PfHsp90 set2	SR-BI HDL uptake	NSD2 inh	PvdQ inh
25	-40	/	40	/	1
26	9	-22	-9	6	-4
27	11	-1	-11	24	13
28	7	-6	-7	0	-2
29	-33	-31	33	12	-12
30	/	10	/	29	-9
31	39	/	-39	1	-3
32	26	0	-26	20	-10
33	5	5	-5	-2	-2
34	22	7	-22	/	10
35	4	-19	-4	1	-11
36	-45	/	45	1	-7

Continued, overlapping the part above by 4 compounds.
No.	Molecule	MITF TRPM1 HTS	CAL PDZ FP-1	CAL PDZ FP-2	dFosB activator	Rtt109 HAT inh
33	O=c1[nH]c(=S)n(-c2ccccc2F)c(O)c1C=NCCN1CCNCC1	-9	-7	-1.6	-2	3
34	C[C@@H]([C@@H](O)c1ccccc1)N(C)C(=O)Cc1ccccc1	-3	-1	0.2	-1	11
35	C[C@@H]1CC2(CCCC[N+]2(C)C)C[C@H]1C	5	18	0.0	-5	-1
36	CC(C)NS(=O)(=O)c1ccc(OCC(=O)N2CCN(Cc3ccc4c(c3)OCO4)CC2)c(Cl)c1	-17	-3	-2.4	-8	9
37	CCCCCc1nc2c(c(=O)c3ccccc3n2C)c(=O)n1C1CCCCCC1	-10	2	-12	-10	1
38	CN(C)CCCN=Cc1c(O)n(CCc2ccccc2)c(=O)[nH]c1=O	/	8	-0.5	2	-6
39	COc1ccc(CN2CCNCC2)cc1	-5	-3	2.4	-4	16
40	CCOc1cc2[nH]c(=S)n(CCCC(=O)N3CCC4(CC3)OCCO4)c(=O)c2cc1OCC	-8	2	-5.7	-12	0
41	O=C1NC(=O)C(=Cc2ccc(OCC(=O)N3CCOCC3)cc2)C(=O)N1	-7	-3	-0.5	2	1
42	CCC(=NCc1cc(OC)cc(OC)c1)c1c(O)n(C2CCCCC2)c(=O)[nH]c1=O	/	/	-1.5	-6	-26
43	CC(C)(C)NC(=S)/N=C(\N)N[N+](=O)[O-]	-5	-4	-3.0	-1	-1
44	COC(=O)C1=C(c2ccccc2OCc2ccccc2)C[C@@H]2CC[C@H]1N2C(=O)NCCOc1ccc(OC)cc1	-1	0	-0.7	-5	4
45	CC(C)(C)c1o[nH]c(=O)c1CC(N)C(=O)O (centres undefined)	-3	-5	-1.0	8	4
46	CCOC(=O)C1C2c3ccccc3O[C@@]1(C)N=C1SCC(=O)N12 (some centres undefined)	2	-3	-1.3	0	3
47	O=[N+]([O-])/C(Cl)=C1\NCCN1Cc1ccc(Cl)nc1	15	-2	3.3	8	6
48	O=c1[nH]c(=O)n(-c2cccc3ccccc23)c(O)c1C=NCCCn1ccnc1	-7	1	1.1	-1	2

No.	SR-BI DiI-HDL act	PfHsp90 set2	SR-BI HDL uptake	NSD2 inh	PvdQ inh
33	5	5	-5	-2	-2
34	22	7	-22	/	10
35	4	-19	-4	1	-11
36	-45	/	45	1	-7
37	8	0	-8	0	-4
38	2	/	-2	3	-14
39	13	3	-13	0	4
40	-8	28	8	-3	-6
41	16	15	-16	/	-4
42	1	-5	-1	22	-20
43	-6	1	6	-9	-8
44	-25	-30	25	/	-4
45	-6	6	6	/	8
46	6	/	-6	-4	5
47	13	-11	-13	0	-14
48	8	17	-8	0	-2

Bioassay records as filed in PubChem.

Some of the compounds tested; count on the stated rates, not on these rows.
